# STK33 kinase inh – inhibitors of purified STK33 kinase, primary screen, biochemical, ADP-Glo luminescence, homogeneous, cell-free. Serine/threonine-protein kinase 33 (Homo sapiens), Q9BYT3. MBP phosphorylation. inhibition, % at 10 µM. hit rate 0.073% among 320,000;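 active means inhibition at or above 25%, using the most active replicate where run in duplicate; inactive means inhibition below 25%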
# OX1R antag – antagonists of human orexin 1 receptor (OX1R); hit rate 1.8% among 330,000; OX1R-expressing cells, FRET antagonist read-out; inhibition, % at 6.6 µM; AID 485270, 2010; in the data active means inhibition mostly above about 38%, no sharp cut-off; inactive means mostly below about 40%;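 further: 0% = agonist challenge alone and 100% = reference antagonist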
# KCNQ2 block – KCNQ2 potassium channel inhibitors, primary screen, cell-based, CHO-K1, FluxOR thallium flux, B-score (AID 2156); Potassium voltage-gated channel subfamily KQT member 2 (Rattus norvegicus), O88943; 20 min; hits give low values; B-score at 10 µM; hit rate 1.1% among 310,000;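 active means fluorescence ratio B-score at most minus 3 library SDs, with starting brightness B-score within 2 library SDs, cut at about -5.5 in these data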
# Target sequence (O88943 whole entry, looked up): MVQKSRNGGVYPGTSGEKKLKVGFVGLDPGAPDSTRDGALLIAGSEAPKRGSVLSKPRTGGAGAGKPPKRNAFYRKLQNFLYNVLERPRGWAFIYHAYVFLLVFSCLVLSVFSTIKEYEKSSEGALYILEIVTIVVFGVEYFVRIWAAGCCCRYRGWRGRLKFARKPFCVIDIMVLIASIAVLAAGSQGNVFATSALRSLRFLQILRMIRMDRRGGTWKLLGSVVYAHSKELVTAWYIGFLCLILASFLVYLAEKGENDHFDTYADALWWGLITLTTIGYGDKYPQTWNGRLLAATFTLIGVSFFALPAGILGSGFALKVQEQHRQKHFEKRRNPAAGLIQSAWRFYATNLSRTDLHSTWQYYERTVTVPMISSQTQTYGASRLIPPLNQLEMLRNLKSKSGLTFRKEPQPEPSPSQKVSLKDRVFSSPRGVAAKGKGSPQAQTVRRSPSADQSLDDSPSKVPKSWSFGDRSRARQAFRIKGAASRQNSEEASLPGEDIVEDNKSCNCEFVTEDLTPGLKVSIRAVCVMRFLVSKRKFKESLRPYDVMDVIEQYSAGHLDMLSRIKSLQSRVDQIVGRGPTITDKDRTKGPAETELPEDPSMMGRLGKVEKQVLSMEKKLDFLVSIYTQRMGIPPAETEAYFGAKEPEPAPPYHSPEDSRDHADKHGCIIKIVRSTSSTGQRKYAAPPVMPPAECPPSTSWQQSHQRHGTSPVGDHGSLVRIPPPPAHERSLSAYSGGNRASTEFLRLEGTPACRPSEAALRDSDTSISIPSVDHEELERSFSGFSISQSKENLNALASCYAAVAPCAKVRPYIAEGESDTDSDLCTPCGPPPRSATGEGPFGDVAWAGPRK
# * = called active by the depositor; i = inactive; . = no result given.
SMILES,STK33 kinase inh,OX1R antag,KCNQ2 block
Cc1cc2c3c(c1)C1(C(=O)N3C(C)(C)CC2C)C(C#N)=C(N)Oc2cc(O)ccc21 (stereo not drawn),-0.5,11.8,i
Cc1cccc(CS(=O)(=O)Cc2ccc(C(=O)NCCCN3CCOCC3)o2)c1,-2.1,9.3,i
CCOCc1cc(C)[nH]c(=O)c1C#N,0.2,2.0,i
COc1ccc(/C=C2\CCOC2=O)cc1,0.7,23.4,i
O=C(CCn1c(=O)oc2ccccc21)N1CCN(C(c2ccccc2)c2ccccc2)CC1,-0.4,39.4,i
O=C(NC(Cc1ccccc1)C(=O)O)OCc1ccccc1 (stereo not drawn),-0.9,-2.9,i
Cc1nn(-c2ccccc2)c(Cl)c1CN(C(=O)CCl)c1ccc(Cl)cc1,-1.6,1.2,i
CCn1c(=O)c2c(nc3n2CCCN3c2cccc(C)c2)n(C)c1=O,1.6,2.9,i
CC(=O)c1cccc(N(CC(=O)Nc2ccc(S(=O)(=O)N3CCOCC3)cc2)S(C)(=O)=O)c1,-1.4,-6.5,i
O=S(=O)(Cc1ccc(Cl)cc1)c1ncc(CO)n1Cc1ccccc1,-0.8,5.6,i
CCn1c(Cn2nnc(-c3ccccc3)n2)nnc1SCC(=O)Nc1ccc(N(C)C)cc1,-1.0,14.2,i
Cc1sc2ncnc(OCc3nnc(-c4cccs4)o3)c2c1C,-0.4,8.7,i
Cc1[nH]nc(N2CCCCCC2)c1[N+](=O)[O-],-3.8,20.5,i
O=C(CSc1nnc(-c2cccs2)o1)NCc1ccco1,-0.2,17.5,i
O=S(=O)(Oc1ccccc1C(=S)N1CCOCC1)c1ccc(Cl)cc1,0.2,30.8,i
O=C(NN1C(=O)c2ccccc2NC1c1ccccn1)c1ccc([N+](=O)[O-])cc1 (stereo not drawn),-1.0,59.3,i
COc1ccccc1NS(=O)(=O)c1cccc(C(=O)NNC(=O)C(NC(N)=O)C(C)C)c1 (stereo not drawn),0.5,3.1,i
CCOC(=O)c1c(C)n(-c2ccc(C)cc2)c2c(CC(C)=O)c(Br)c(OC)c(O)c12,-1.1,-7.7,i
Cn1c(=O)[nH]c(=O)c2c1nc(CN(Cc1ccccc1)Cc1ccccc1)n2CCN1CCOCC1,-0.3,2.5,i
O=C(CNC(=O)c1ccc2c(c1)OCCO2)N=Nc1c(O)[nH]c2ccccc12,1.9,27.7,i
CCCCCN(C(=O)CCC(=O)OCC(=O)N(C)Cc1ccc(C)cc1)c1c(N)n(CCCC)c(=O)[nH]c1=O,-0.2,2.9,i
COC(=O)CN1C(=O)[C@H]2[C@@H](/C=C/c3ccccc3)N3C(=O)CN(CCO)C(=O)[C@@]3(Cc3ccccc3)[C@H]2C1=O,0.3,8.6,i
CC(OC(=O)CNC(=O)c1cccs1)C(=O)Nc1ccc(S(N)(=O)=O)cc1 (stereo not drawn),8.7,19.2,i
O=c1c(CN2CCN(Cc3ccccc3)CC2)coc2ccc(Cl)cc12,0.2,2.7,i
Cc1ccc(OCC(=O)N2CCC(N3CC(C)CC(C)C3)CC2)cc1 (stereo not drawn),-1.5,36.7,i
CCCCc1ccc(NC=C2C(=O)OC3(CCCCC3)OC2=O)cc1,-2.0,7.2,i
CCN(c1ccccc1)S(=O)(=O)c1cc(C(=O)OC(C)C(=O)Nc2ccc3c(c2)OCCO3)ccc1C (stereo not drawn),-0.4,12.7,i
CCCCCCN1C=C/C(=C\C=C(C#N)C#N)c2ccccc21,-0.9,46.2,i
COc1cccc(N=C(N)N)c1,-1.2,18.3,i
CN1CCc2c(sc3c2C(=O)NC(c2ccco2)N3)C1 (stereo not drawn),0.3,14.1,i
S=c1[nH]nc(-c2ccc3ccccc3n2)n1-c1cc(Cl)cc(Cl)c1,-0.2,8.3,i
O=C(Nc1ccc(F)cc1)C1C(c2ccccc2)C1(Cl)Cl (stereo not drawn),0.1,35.5,i
Cc1ccc(-c2n[nH]c(=O)c3ccccc23)cc1S(=O)(=O)NC(C)(C)C,-0.2,16.3,i
CCCn1c(=NC(=O)CS(=O)(=O)c2ccccc2)sc2cc(S(C)(=O)=O)ccc21,-0.5,9.2,i
Cc1cc(C(=O)NCc2ccc3c(c2)OCO3)n(-c2ccccc2)n1,0.4,-2.0,i
O=C(CNS(=O)(=O)c1ccccc1)OCc1cccc([N+](=O)[O-])c1,0.1,18.5,i
Cc1cc(=O)[nH]c(SCc2cccc3ccccc23)n1,-0.4,3.3,i
Cc1ccc(OCC(=O)N2N=C(c3cccnc3)CC2(O)C(F)(F)F)cc1C (stereo not drawn),-0.6,19.8,i
CCN(CC)c1ccc(/C=N/NC(=O)c2cccc(S(=O)(=O)N3CCOCC3)c2)cc1,-0.2,33.9,i
CCN(CC)S(=O)(=O)c1ccc2oc(SCc3ccc(F)cc3)nc2c1,-0.5,29.2,i
O=C(CC(=O)Nc1cccc(Cl)c1)N/N=C\c1ccccc1,-0.4,4.4,i
Cc1oc(-c2ccccc2F)nc1CS(=O)(=O)CC(=O)NCc1ccco1,-4.3,0.3,i
Cc1cc(OCC(=O)Nc2cccc(S(=O)(=O)N3CCCCC3)c2)ccc1Cl,-0.3,6.1,.
O=C(O)c1ccccc1C(=O)Nc1ccc(Oc2ccc3ccccc3c2)cc1,-0.3,15.4,i
COc1ccc(NS(=O)(=O)c2ccc(N3CCCC3)c(NC(=S)Nc3cccc(S(=O)(=O)N(C)C)c3)c2)cc1,-0.1,3.0,i
CCC(CC)C(=O)N1CCN(c2ccccc2)CC1,-1.0,8.7,i
Cc1cccc(CCNC(=O)CN(C)S(=O)(=O)c2cnc[nH]2)c1,0.4,-0.5,i
COc1ccc(-n2nc(C)c3c(=O)c4c([nH]c32)CCCC4)cc1,-1.2,.,i
COc1ccc(C2CC(c3ccc(C)o3)=NN2C(C)=O)cc1 (stereo not drawn),-1.0,16.4,i
COc1ccc(-c2nn(CC(=O)Nc3ccc(Cl)c(Cl)c3)c(=O)c3ccccc23)cc1,-0.4,19.4,i
COc1ccc(/C(C)=N/NC(=O)CN(c2ccc(OC)cc2)S(=O)(=O)c2ccccc2)cc1,-0.2,-5.5,i
Nc1c(C(=O)N2CCCCC2)sc2nc3c(cc12)CCCC3,1.0,17.2,i
COC(=O)c1cnc(Nc2ccc(Cl)cc2)c([N+](=O)[O-])c1,0.1,10.8,i
CCc1ccccc1N1C[C@@]23C=C[C@@H](O2)C(C(=O)OCC(C)C)[C@H]3C1=O (stereo partly drawn),-0.7,8.5,i
Cc1ccc(NC(=O)CSc2nnc(Cc3csc(C)n3)o2)cc1,2.4,3.0,.
Cc1cccc(C)c1N1C(=O)CN(Cc2ccccc2)C1=S,-2.4,6.7,i
CC1CC(CC(=O)NC(=S)Nc2ccccc2Cl)C(=O)O1 (stereo not drawn),-0.8,14.2,i
COC(=O)c1[nH]c(C)c(/C(O)=C2\C(=O)C(=O)N(CCN(C)C)C2c2cccc(OC)c2OC)c1C (stereo not drawn),-3.4,10.5,i
CSc1nc(-c2ccc(Cl)cc2)nc(N)c1C#N,-2.1,1.0,i
CCCn1cnc2sc(CC)cc2c1=O,-1.3,7.7,i

# A run of entries taken from the entries so far, as a working copy:
SMILES,STK33 kinase inh,OX1R antag,KCNQ2 block
CCC(CC)C(=O)N1CCN(c2ccccc2)CC1,-1.0,8.7,i
Cc1cccc(CCNC(=O)CN(C)S(=O)(=O)c2cnc[nH]2)c1,0.4,-0.5,i
COc1ccc(-n2nc(C)c3c(=O)c4c([nH]c32)CCCC4)cc1,-1.2,.,i
COc1ccc(C2CC(c3ccc(C)o3)=NN2C(C)=O)cc1 (stereo not drawn),-1.0,16.4,i
COc1ccc(-c2nn(CC(=O)Nc3ccc(Cl)c(Cl)c3)c(=O)c3ccccc23)cc1,-0.4,19.4,i
COc1ccc(/C(C)=N/NC(=O)CN(c2ccc(OC)cc2)S(=O)(=O)c2ccccc2)cc1,-0.2,-5.5,i

# Other structures follow:
SMILES,STK33 kinase inh,OX1R antag,KCNQ2 block
O=C1NCCN/C1=C\C(=O)c1ccc(Cl)cc1,1.5,11.9,i
CCOC(=O)C1C(=O)CC(C)(O)C(C(=O)OCC)C1c1ccco1 (stereo not drawn),-2.7,1.1,i
Cc1c(NS(=O)(=O)c2ccc3c(c2)NC(=O)CC(=O)N3)cccc1[N+](=O)[O-],0.6,12.4,i
CC(=O)Nc1ccc2c(c1)N(S(=O)(=O)c1cccs1)CCC2,-1.2,2.5,i
Cc1ccc(Oc2coc3cc(O)ccc3c2=O)cc1,-1.4,-1.6,i
O=C1CCCN1CCCNC(=S)Nc1ccc(F)cc1,.,10.3,i
C#CCOC(=O)Nc1cnccc1C(F)(F)F,2.4,7.1,i
C(=N\c1nc2ccccc2[nH]1)/c1cccs1,2.3,5.3,i
CCc1sc(C(=O)Nc2ccc3c(c2)OCO3)cc1C,-0.8,7.8,.
COc1ccc(OC)c(NC(=O)CSc2nnc(-c3ccco3)o2)c1,0.0,-1.3,i
Cn1c2ccccc2c2cc(C(=O)NNS(=O)(=O)c3ccc(F)cc3)sc21,-0.9,22.3,i
CCC(C)[C@H](N)c1cn([C@@H](Cc2ccc(O)cc2)C(=O)N2CCNCC2)nn1 (stereo partly drawn),-1.1,1.2,i
O=C(N/N=C1\CC(c2ccccc2)Oc2ccccc21)c1ccc(O)cc1 (stereo not drawn),15.6,15.3,i
O=C(CCNC(=O)Cn1ccc2ccccc2c1=O)NCc1ccccn1,-2.0,7.6,i
COc1cc(CC(=O)OCC(=O)c2c[nH]c3ccccc23)cc(OC)c1OC,-0.6,3.8,.
COc1cc(CN2CCCC(C(=O)c3ccc4c5c(cccc35)CC4)C2)cc(OC)c1O (stereo not drawn),-0.1,50.8,i
Cc1nnc(NC2=NCCC2)s1,-0.8,14.7,i
COc1ccc([C@H]2CC(=O)C=C(c3ccc(OC)c(OC)c3)C2)cc1,-0.8,10.7,.
COc1ccc(-n2ncc3c2CC(C)(C)CC3NC(=O)CCN2CCCCC2=O)cc1 (stereo not drawn),-1.5,15.2,i
CN(C)S(=O)(=O)c1ccc(N2CCCC2)c(C(=O)N2CCN(S(=O)(=O)c3ccc(F)cc3)CC2)c1,10.1,14.8,i
Cc1cc(C)cc(NC(=O)c2sc3nc4n(c(=O)c3c2C)CCC4)c1,0.3,6.2,i
Cc1noc(C)c1S(=O)(=O)N(CC(=O)N1CCn2c1nc1ccccc12)c1ccc(C(C)C)cc1,-0.5,1.4,i
Cc1ccc2c(c1)N(CC(=O)N1CCCCCC1)C(=O)C(C)O2 (stereo not drawn),0.0,23.9,i
O=C(NN=C1CCN(Cc2ccccc2)CC1)c1cccc(S(=O)(=O)Nc2ccccc2Cl)c1,-1.7,29.3,i
COCC1CCCN(C(=O)c2cc(COc3ccc(C(C)=O)cc3)on2)C1 (stereo not drawn),-0.4,2.8,i
CC(=O)Nc1ccc(S(=O)(=O)NC(C)c2ccncc2)cc1 (stereo not drawn),8.5,2.8,.
CCOC(=O)C1CCN(S(=O)(=O)c2ccc(OC)c(C(=O)N3CCCCCC3)c2)CC1,-2.8,6.6,i
N/C(=N\OC(=O)CCCc1ccccc1)c1cccnc1,0.2,9.7,i
CC(C)CN(C(=O)CSc1nnc(C2CC2)n1-c1ccccc1)C1CCS(=O)(=O)C1 (stereo not drawn),0.3,5.6,.
COc1ccc(C(=O)NNc2cc(C)nc(NNC(=O)c3ccc(OC)cc3)n2)cc1,-0.7,4.6,i
CCn1c(=S)sc2c(=O)n(CC(=O)Nc3cccc(Br)c3)c(C)nc21,-2.7,24.6,i
O=C(CCc1nnc(CCCc2ccccc2)o1)NCCCC1CCCC1,-1.8,6.5,i
CN1CCN(C(=O)c2cccc(S(=O)(=O)N3CCCC3)c2)CC1,-1.6,-0.3,.
CCCc1cc(C(=O)Nc2sc3c(c2C(=O)OCC)CCCC3)no1,0.5,13.4,i
Cc1cc(NC(=O)C2CCCN2C(=O)Nc2c(C)cccc2C)ccc1-n1cnnn1 (stereo not drawn),0.0,5.5,i
Cc1c(NC(=O)c2ccccc2NS(=O)(=O)c2ccc(Br)cc2)c(=O)n(-c2ccccc2)n1C,1.1,5.0,i
Cc1cc(NC(=O)CSCc2ccccc2C)no1,-1.6,8.5,i
O=C(Cn1c(CO)nc2ccccc21)NCCc1ccc(F)cc1,2.4,7.9,i
Cc1oc2c(c(C)cc3oc(=O)c(CC(=O)N[C@@H](C)C(=O)O)c(C)c32)c1C,1.4,-4.4,i
CCCNc1nc2ccccc2n2c(C)nnc12,-1.9,17.0,i
C=CCNC(=O)c1sc(-c2ccccc2)nc1C,-0.8,11.6,i
OC(CN1CCN(c2ccccn2)CC1)Cn1c2ccccc2c2ccccc21 (stereo not drawn),-0.2,19.2,i
Cc1noc(C)c1NC(=O)N(C)C[C@H]1Oc2c(NC(=O)Nc3ccccc3)cccc2C(=O)N([C@H](C)CO)C[C@@H]1C,0.8,4.8,.
CCCC1CCC(=C(C#N)C(N)=O)CC1 (stereo not drawn),0.1,36.0,i
Cc1ccc(NCc2cccnc2)c(Br)c1,-1.1,8.6,i
Cc1ccccc1-c1nc(CN2CCC(C(=O)NCCC3=CCCCC3)CC2)c(C)o1,0.6,2.4,i
CCOC(=O)c1cc2c(C)n(-c3ccc(C)cc3)c(C)c2ccc1=O,-0.8,40.5*,i
CC(=O)c1ccc(N2CCN(c3ccccc3O)CC2)c([N+](=O)[O-])c1,-0.8,79.3*,i
CCn1cc(C(C)NC(=O)Nc2ccc3c(c2)OCO3)c(C)n1 (stereo not drawn),-1.0,8.5,i

# 2 compounds drawn at random from the list so far, as already listed:
SMILES,STK33 kinase inh,OX1R antag,KCNQ2 block
CC(C)CN(C(=O)CSc1nnc(C2CC2)n1-c1ccccc1)C1CCS(=O)(=O)C1 (stereo not drawn),0.3,5.6,.
COCC1CCCN(C(=O)c2cc(COc3ccc(C(C)=O)cc3)on2)C1 (stereo not drawn),-0.4,2.8,i
